# M5 PAM – positive allosteric modulators of human muscarinic M5 receptor. P08912. CHO-K1 hM5, Fluo-8 calcium, ACh EC20 PAM; 0% = ACh EC20, 100% = ACh EC100. activation, % at 3 µM. 0.3% of 360,000 active. AID 624038;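 active means activation above the run cutoff, the mean activation of all test compounds plus 3 SD, cut at about 18% in these data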
#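 Replicates: One well per compound, no replicates | System: Human M5 receptor in CHO-K1 cells | Benchmarks: Low control EC20 acetylcholine (0%), high control EC100 acetylcholine (100%) | Probe or stimulus: Acetylcholine, EC20 level | Times: Fluo-8 loading 80 min at 37 °C plus 30 min room temperature | Signal: Intracellular calcium via Fluo-8 fluorescence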
# CHRM4 PAM – positive allosteric modulators of human muscarinic M4 receptor; P08173; CHO-K1 hM4/Gqi5, Fluo-8 calcium fluorescence, ACh EC20; 0% = ACh EC20, 100% = maximal ACh; activation, % at 3 µM; 0.4% of 360,000 active; AID 624126;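 active means activation above its plate's cutoff, the mean activation of sample wells plus 3 SD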; further: some results filed as inactive read as strong as hits
# Target sequence (P08173 whole entry, looked up): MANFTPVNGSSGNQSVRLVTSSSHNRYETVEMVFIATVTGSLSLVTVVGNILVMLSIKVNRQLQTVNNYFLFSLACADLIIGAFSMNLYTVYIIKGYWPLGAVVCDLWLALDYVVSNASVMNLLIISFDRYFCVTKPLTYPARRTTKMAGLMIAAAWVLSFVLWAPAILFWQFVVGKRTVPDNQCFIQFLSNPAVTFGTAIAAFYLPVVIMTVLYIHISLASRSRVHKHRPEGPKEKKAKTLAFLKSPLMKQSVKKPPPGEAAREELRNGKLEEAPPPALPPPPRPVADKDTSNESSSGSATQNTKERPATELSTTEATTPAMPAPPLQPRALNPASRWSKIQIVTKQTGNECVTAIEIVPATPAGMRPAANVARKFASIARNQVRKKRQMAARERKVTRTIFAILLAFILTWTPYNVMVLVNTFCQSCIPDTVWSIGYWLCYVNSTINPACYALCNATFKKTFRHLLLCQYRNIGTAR
# M1 antag – antagonists of human M1 muscarinic receptor. 1.3% of 360,000 active. inhibition, % at 3 µM. P11229. CHO-K1 hM1, Fluo-8 calcium fluorescence, ACh EC80 antagonist;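 active means percent inhibition above its own plate's cutoff, namely the mean of that plate's compound wells plus 3 SD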;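 further: peak over basal fluorescence ratio during 140 s after agonist addition; 0% = ACh EC80 plus DMSO and 100% = DMSO alone without agonist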
# Target sequence (P11229 whole entry, looked up): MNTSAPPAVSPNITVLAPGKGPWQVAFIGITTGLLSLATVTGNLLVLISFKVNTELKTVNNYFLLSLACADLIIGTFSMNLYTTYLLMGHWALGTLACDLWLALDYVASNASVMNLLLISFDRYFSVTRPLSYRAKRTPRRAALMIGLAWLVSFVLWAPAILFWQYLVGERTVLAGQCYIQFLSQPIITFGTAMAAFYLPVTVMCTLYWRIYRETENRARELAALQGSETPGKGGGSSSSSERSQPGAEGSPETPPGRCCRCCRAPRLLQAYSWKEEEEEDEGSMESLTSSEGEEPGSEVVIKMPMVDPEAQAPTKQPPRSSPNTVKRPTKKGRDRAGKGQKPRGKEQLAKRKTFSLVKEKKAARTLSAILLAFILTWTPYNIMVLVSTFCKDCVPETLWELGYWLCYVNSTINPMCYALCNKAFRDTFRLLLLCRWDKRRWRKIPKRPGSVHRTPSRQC
# CHRM5 antagonist – antagonists of human muscarinic M5 receptor (CHRM5); CHO-hM5 cells, Fluo-8 calcium fluorescence, ACh EC80; inhibition, % at 3 µM; 0.59% of 360,000 active; AID 624040;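 active means inhibition above a per-plate cutoff, the mean of that plate's test compounds plus 3 SD, cut at about 27% in these data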;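 further: 0% = acetylcholine EC80 with DMSO and 100% = DMSO without agonist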
# CRFBP-R2 agonist – agonists of human CRF-binding protein/CRF-R2 receptor complex | activation, % at 13.2 µM | AID 588473 | 0.46% of 350,000 active | HEK293 CRF-R2/CRF-BP, calcium dye fluorescence (FLIPR); percent of saturating CRF peptide response;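 active means activation of at least 50%, plus an integration ratio under a set limit after plate pattern correction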;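 further: plate controls were neutral control wells without compound for no effect and CRF at EC100 for full effect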
# CHRM1 PAM – positive allosteric modulators of human M1 muscarinic receptor; P11229; CHO-K1 hM1, Fluo-8 calcium fluorescence, ACh EC20; 0% = ACh EC20, 100% = maximal ACh; activation, % at 3 µM; 0.088% of 360,000 active; in the data active means activation above about 19%, passing the limit was not always enough
# CHRM5 agonist – CHRM5 agonism in calcium assay | P08912 | CHO-K1 hM5 cells, Fluo-8 calcium fluorescence; 0% DMSO wells, 100% maximal acetylcholine response | activation, % at 3 µM | 0.19% of 360,000 active | AID 624037;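 active means activation above the run's mean over test compounds plus 3 SD, cut at about 23% in these data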;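 further: signal is peak over basal fluorescence ratio across the kinetic read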
# M4 antag – CHRM4 antagonism in calcium assay. CHO-hM4 cells, ACh EC80, Fluo-8 calcium fluorescence. inhibition, % at 3 µM. 0.73% of 360,000 active;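 active means inhibition above its plate's cutoff, the mean inhibition of sample wells plus 3 SD, cut at about 27% in these data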;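 further: 0% = acetylcholine EC80 with DMSO and 100% = DMSO without agonist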
# CHRM4 agonist – CHRM4 agonism in calcium assay. CHO-K1 hM4/Gqi5, Fluo-8 calcium fluorescence; vehicle 0%, full acetylcholine response 100%. activation, % at 3 µM. 0.14% of 360,000 active;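 active means activation above the run mean over all test wells plus 3 SD, cut at about 32% in these data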;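 further: peak over basal fluorescence ratio per well then scaled between controls; 0% = DMSO wells and 100% = acetylcholine at EC100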
# * marks the source's active call; other numbers are inactive results.
mol,M5 PAM,CHRM4 PAM,M1 antag,CHRM5 antagonist,CRFBP-R2 agonist,CHRM1 PAM,CHRM5 agonist,M4 antag,CHRM4 agonist
Cc1ccc(CCN=c2c([N+](=O)[O-])nn(-c3ccccc3)n2O)cc1,2.0,-2.6,-8.2,0.1,-1.6,5.3,-2.9,-8.4,1.3
O=C(COc1ccc(S(=O)(=O)N2CCOCC2)cc1Cl)NCc1ccc2c(c1)OCO2,-8.6,-0.6,3.1,8.5,-1.4,-0.5,2.1,-0.2,11.8
Nc1nc(NCc2ccco2)nn1-c1ccccc1,-0.3,9.6,6.3,-1.3,0.9,1.2,0.8,-6.0,0.4
COc1ccc(-c2nnn(CC(=O)N3CCN(c4ccc(F)cc4)CC3)n2)cc1,1.4,-4.5,-9.9,11.4,0.5,4.4,-1.1,1.9,-0.1
O=C(NC1CC1)c1ccc(NC(=O)C2CCCCC2)cc1,0.5,1.7,-6.4,-5.3,1.2,5.3,1.3,5.3,0.3
O=C(NCc1ccco1)c1cc(-c2cccnc2)nc2ccc(Cl)cc12,-10.3,-3.7,-43.1,-3.7,-0.8,1.6,-0.7,-5.4,6.5
O=C(/C=C/c1ccco1)NCC(=O)N/N=C/c1ccc(Cl)cc1,3.5,-3.3,-2.7,-7.2,0.8,11.4,3.0,1.4,0.2
COc1ccc(N2CCN(C(=O)c3cccc(F)c3)CC2)c([N+](=O)[O-])c1,-5.3,-0.9,-2.4,11.0,-0.3,2.5,1.2,-4.7,5.1
Cc1ccc(-n2nc(-c3ccccc3)cc2Nc2ccccc2N)cc1,-12.6,-8.8,21.8,13.8,2.0,-12.4,3.1,2.5,9.5
Cc1ccccc1N(C(=O)c1snc(C(N)=O)c1N)C(C(=O)NCc1ccccc1)c1ccc(O)cc1 (centres undefined),-10.2,-13.3,10.2,20.4,1.6,-1.4,0.4,2.1,21.4
C=CCn1c(SCc2ccc(C(=O)OC)cc2)nnc1-c1sc(N)nc1C,-5.5,-4.7,-6.7,-3.9,-1.1,9.6,1.1,7.6,1.8
CNC(=S)NC12CC3CC(CC(C3)C1)C2,-10.4,-7.4,-5.8,-4.6,2.4,3.8,-4.6,1.8,1.0
O=C(Cn1cc([N+](=O)[O-])ccc1=O)NC1CCCCC1,-4.4,-5.0,2.2,2.3,-0.7,0.1,3.5,16.2,0.3
CCNc1ccc(C(=O)NN=C2CCCC2)cc1[N+](=O)[O-],-0.4,-2.6,10.9,14.5,-1.9,-0.4,-5.5,-1.4,0.2
CN1C(=O)CC(N2CCN(C(=O)CN3CCCC3)CC2)C1=O (centres undefined),-1.6,3.6,-2.8,-0.3,1.2,4.1,-0.1,-2.7,0.6
COc1ccc(C(=O)OCC(=O)NC(C)CCc2ccccc2)cc1 (centres undefined),-6.7,-2.4,-6.5,4.4,-4.0,2.2,-6.2,-6.9,1.0
Nc1c(N(CCC2=CCCCC2)C(=O)COc2ccc([N+](=O)[O-])cc2)c(=O)[nH]c(=O)n1Cc1ccccc1,3.1,4.0,-6.5,-4.5,-0.7,7.2,1.5,2.6,1.4
Cc1nnc(SCC(=O)N2CCCCC2)s1,-2.6,-4.5,-9.2,-4.8,-1.2,7.0,-8.8,8.0,-0.5
O=C(NCCc1ccccc1)C1CCN(S(=O)(=O)N2CCCCCC2)CC1,1.5,10.9,-6.5,2.9,0.6,11.0,11.3,-9.7,1.7
CCc1nnc(NC(=O)CSc2nnc(-c3ccccc3OC)n2-c2ccc(C)cc2)s1,-4.5,-1.1,-29.0,3.1,0.1,4.6,-1.8,-10.3,0.4
CCCC[C@@H]1CCCO[C@@](C(=O)NCc2ccc(C)o2)(C(F)(F)F)C1,5.0,9.5,0.8,5.3,-2.4,11.1,1.9,1.1,-0.6
CCN(C(=O)COC(=O)CN1C(=O)c2ccccc2C1=O)c1ccccc1,0.8,0.1,1.2,12.3,-1.4,2.4,2.0,-0.5,1.6
CC(C)(C)c1cc(CCC(=O)NNC(=S)NC(=O)c2ccccc2)cc(C(C)(C)C)c1O,-9.6,-10.4,48.5*,15.8,157.6*,-29.0,14.1,3.9,36.6*
CC(=O)Nc1ccc(N2C(=O)CC(N3CCN(Cc4ccc5c(c4)OCO5)CC3)C2=O)cc1 (centres undefined),2.8,4.2,-13.8,3.2,0.9,-0.9,-2.7,3.0,0.2
CC(=O)NCCn1c(SCC(=O)NCC2CCCO2)nc2ccccc2c1=O (centres undefined),-1.8,21.1,9.0,4.5,3.5,-3.6,1.0,15.4,1.5
CC(=O)OC1CCC2(C)C3CCC4(C)C(C(C)=O)CCC4C3CC3OC32C1 (centres undefined),6.5,0.3,-0.8,8.1,1.6,-5.0,-1.3,7.1,0.8
CCn1c(SCC(=O)NC2CCCCC2C)nnc1-c1ccc(OC)cc1 (centres undefined),-1.8,-7.0,-5.0,-3.0,-0.7,4.3,-1.9,-5.0,0.5
CCCCC(C(=O)O)C(C)CC(=O)Nc1nncs1 (centres undefined),1.8,-11.1,3.4,8.7,2.6,1.2,-2.2,1.1,0.5
Cc1ccn(CC(=O)N2CCCC(C(=O)c3cccc4ccccc34)C2)n1 (centres undefined),0.1,-0.3,-1.9,7.8,-2.2,2.6,-4.1,-6.5,1.7
CCS(=O)(=O)N1CCN(c2ccc(C(=O)NC34CC5CC(CC(C5)C3)C4)cc2[N+](=O)[O-])CC1,1.3,10.4,-20.0,2.0,-2.1,17.1,1.0,6.3,0.7

# Brought forward from above: 2 compounds; new compounds follow.
mol,M5 PAM,CHRM4 PAM,M1 antag,CHRM5 antagonist,CRFBP-R2 agonist,CHRM1 PAM,CHRM5 agonist,M4 antag,CHRM4 agonist
Cc1ccn(CC(=O)N2CCCC(C(=O)c3cccc4ccccc34)C2)n1 (centres undefined),0.1,-0.3,-1.9,7.8,-2.2,2.6,-4.1,-6.5,1.7
CCS(=O)(=O)N1CCN(c2ccc(C(=O)NC34CC5CC(CC(C5)C3)C4)cc2[N+](=O)[O-])CC1,1.3,10.4,-20.0,2.0,-2.1,17.1,1.0,6.3,0.7
O=C1CN(C(=O)COC(=O)c2ccc(Cl)c(S(=O)(=O)N3CCCCC3)c2)c2ccccc2N1,-14.1,-3.1,2.3,10.4,0.8,-1.6,-1.1,4.2,14.6
O=C(N1CCOCC1)N1CCC(n2nnc3ccccc32)CC1,-5.3,12.2,-2.4,-4.4,0.6,3.6,-2.3,-12.0,1.6
O=C1OC(N2C(=O)CC[C@H]2C(=O)Nc2ccc(Br)cc2F)c2ccccc21 (some centres undefined),-0.2,2.9,-3.7,6.3,-1.4,0.1,-0.7,-8.5,2.9
Cc1ccc(N(CC(=O)Nc2ccccc2-c2ccccc2)S(=O)(=O)c2ccccc2)c(C)c1,-6.4,2.0,-4.7,10.9,2.0,7.6,-2.2,-9.8,0.3
CC1(C)Cc2cccc(OCC(=O)NCCc3ccc(S(N)(=O)=O)cc3)c2O1,-1.5,4.0,4.7,4.1,-3.2,-3.4,2.0,8.4,2.6
C=CCn1c(=O)[nH]c2cc(C(=O)N3CCN(c4ccc(C(C)=O)cc4)CC3)ccc2c1=O,-4.5,4.3,-10.7,1.0,1.9,5.1,0.1,10.4,5.1
COc1ccc(C(=O)Nc2ccc(N3CCCCCC3)cc2)cc1S(=O)(=O)N1CCOCC1,-8.7,-6.1,8.7,13.1,-1.1,-13.3,2.4,0.1,9.9
COC(=O)c1ccccc1NC(=O)c1cc(-c2ccc(C)cc2)on1,6.1,3.0,-7.3,-3.0,9.2,17.6,0.6,-2.5,-0.9
Cc1ccc(NC(=O)C(OC(=O)c2ccccc2Cl)c2ccccc2)cc1Cl (centres undefined),-13.0,-15.2,22.3,5.0,0.4,-7.4,-1.4,0.6,2.6
CC(CC(=O)Nc1ccc(S(=O)(=O)Nc2ncccn2)cc1)c1ccccc1 (centres undefined),-0.4,-4.2,-5.8,16.6,-2.2,2.4,-2.6,4.8,0.9
O=C(N/N=C\c1ccncc1)c1ccc(Cl)s1,-3.9,6.3,-16.1,9.8,-0.2,7.6,-0.9,0.0,1.4
Cc1cccc(NC(=O)/C(C#N)=C/c2ccc[nH]2)c1C,-4.2,0.8,-0.3,17.8,1.2,1.5,-5.2,-4.2,3.0
O=C(CNS(=O)(=O)c1ccccc1F)Nc1ccc(N2CCOCC2)cc1,-3.7,-4.2,-3.8,4.1,-1.5,6.6,0.5,-1.4,0.3
C=C1CCN([C@H](C(=O)NCc2cc(OC)c(OC)c(OC)c2)C(C)C)S(=O)(=O)c2ccccc21,-4.5,-3.9,0.2,14.1,-2.1,-2.8,-2.4,-3.2,8.3
CN(C)CCN(C(=O)c1ccc(Br)s1)c1nc2cc3c(cc2s1)OCCO3,-0.4,0.7,-7.0,6.2,0.4,3.5,-5.4,13.3,-0.1
CCOC(=O)c1sc(NC(=O)C(OC(C)=O)c2ccccc2)nc1C (centres undefined),-3.8,-1.4,2.4,3.0,-0.1,-1.7,-3.8,-0.9,0.6
O=C(CCN1CCOCC1)NNC(=S)NC(=O)c1ccccc1,3.8,-1.2,-2.5,-6.3,-1.5,10.5,-2.0,2.7,-0.3
COc1cc(CCNC(=O)c2ccccc2NC(=O)C2=C(C)OCCS2)cc(OC)c1OC,-6.5,-3.1,7.5,-1.9,-3.2,7.2,0.3,-19.1,22.0
COc1ccccc1NC(=O)NC1(C(=O)N2CCN(C)CC2)CCCCC1,-4.1,-7.9,-0.3,15.8,1.0,2.1,-1.2,0.6,1.7
C=CC[C@@H](CC(=O)N[C@H](CO)Cc1ccccc1)C(=O)NCCOC(=O)[C@@H](CC=C)CC(=O)OC(C)(C)C,-0.5,6.9,-0.7,5.6,0.1,1.0,2.0,0.1,2.5
COc1ccccc1S(=O)(=O)Cc1ccc(C(=O)NC2CCCCCC2)o1,-11.4,0.9,1.4,10.6,-0.2,-0.8,1.1,-6.5,4.1
CC/C(=C/c1sc2ccc(C)cc2[n+]1CCO)SC,-0.8,-9.9,4.5,-1.7,0.4,1.0,-2.5,15.9,0.3
NS(=O)(=O)c1ccc(CCNc2nc(CN3CCOCC3)nc3sc4c(c23)CCC4)cc1,-1.0,15.3,-7.0,3.5,-2.9,3.6,-4.4,1.6,2.5
COc1cccc(C(=O)NCC(C)(C)SCc2ccc(F)cc2)c1,-7.4,-6.6,-13.6,10.5,-1.7,6.6,-3.8,3.9,4.1
O=C(CSc1ccc2ccccc2n1)Nc1ccc(N2CCOCC2)cc1,-2.4,9.2,-2.7,-9.9,-8.6,1.6,-1.4,-19.4,6.7
Cc1ccc(S(=O)(=O)CC(=O)N2CCCCCC2)cc1,11.9,4.6,-4.4,-8.8,4.7,7.3,1.9,-4.9,-0.5
Cc1ccc(S(=O)(=O)N(CC(=O)NC2CC2)c2ccc(C)c(Cl)c2)cc1,-3.4,-3.5,-1.8,3.8,-5.3,3.3,-5.0,-4.5,1.0

# From PubChem BioAssay
